Bioassay records deposited in PubChem by NCI.
Growth percent in the NCI-60 one-dose screen (48 h, 10 µM unless noted): 100 = growth as untreated, 0 = no growth, -100 = all killed.
MOLT-4 = MOLT-4 leukemia cells | 80,000 tested, 6.9% active | AID 1794779
HOP-62 = HOP-62 NSCLC; 80,000 tested, 3.9% active; AID 1794735
CCRF-CEM = CCRF-CEM leukemia | 77,000 tested, 7% active | AID 1794778
RPMI-8226 = RPMI-8226 leukemia cells; 77,000 tested, 7.5% active; AID 1794781
A549/ATCC = A549/ATCC NSCLC; 81,000 tested, 3.7% active; AID 1794740
HOP-92 = HOP-92 NSCLC cells. 71,000 tested, 6.3% active. AID 1794738
M14 = M14 melanoma | 80,000 tested, 6.2% active
EKVX = EKVX NSCLC | 71,000 tested, 3% active | AID 1794765
An asterisk follows results filed as active; / = no result given; & = joins results of further samples; [ ] = remark or other dose. The calls were made as follows: active = growth percent below 10; inactive = the rest.

mol,HOP-62,CCRF-CEM,A549/ATCC,HOP-92,EKVX,MOLT-4,RPMI-8226,M14
CC[C@H](C)[C@H]1NC(=O)[C@@H]([C@H](O)C(C)C)NC(=O)[C@@H](C)N(C)C(=O)[C@H](C)N(C)C(=O)[C@H](CC(C)C)NC(=O)[C@H](CC(C)C)N(C)C(=O)[C@H](C)N(C)C1=O,-13*,4.9*,0.8*,-3.5*,-4.2*,1.7*,-14*,-18*
CN1C(=O)N(C)C2(c3ccccc3)NN3C(=O)C=C(c4ccccc4)SC3=NC12c1ccccc1 (configuration not stated),110,95,77,62,85,87,72,95
Brc1ccc(-c2ccnc3c2c(-c2ccccc2)nn3-c2ccccc2)cc1,102,108,99,125,106,103,110,107
N#C/C(=C\NC(=S)NCc1ccccc1)c1nc2ccccc2s1,91,94,90,85,89,99,94,100
C[C@H](C(=O)N[C@@H](Cc1ccc(-c2ccc(S(=O)(=O)O)cc2)cc1)C(=O)NC1CC(C)(C)N(C)C(C)(C)C1)c1ccc(-c2ccccc2)c(F)c1,97,101,68,101,97,96,110,95
C[Si](C)(O)CCl,123,/,98,/,102,109,89,95
COc1cc(/C=C2\CN(S(=O)(=O)c3ccccc3)C/C(=C\c3cc(CN4CCOCC4)c(O)c(OC)c3)C2=O)cc(CN2CCOCC2)c1O,102,105,105,86,93,102,105,106
O=C(Nc1ccccc1)OCCNC1CCCCC1,96&104,97&107,101&91,95,88,103&114,102&117,109&101
Cc1onc(-c2ccccc2)c1C(=O)N1CCCN2C(=O)c3ccccc3C21 (configuration not stated),100,93,95,88,99,103,94,104
COC(=O)C(Cc1c[nH]c2ccccc12)NC(=O)C(NC(=O)OC(C)(C)C)C(C)C (configuration not stated),112,122,112,105,101,113,111,100
Cc1ccc(NCCNCC(O)CO)c2c(=O)c3ccccc3sc12 (configuration not stated),20,22,-2.1*,-2.9*,43,9.4*,35,-71*
O=Cc1c(-c2ccccc2)nc2sc(-c3c[nH]c4ccccc34)nn12,102,72,76,88,71,74,76,93

(next part)
mol,HOP-62,CCRF-CEM,A549/ATCC,HOP-92,EKVX,MOLT-4,RPMI-8226,M14
Cc1n[nH]c2ccc(Br)cc2c1=O,94,89,99,103,110,93,98,103
Clc1ccc(N=Cc2ccccc2)cc1,111,101,97,129,94,99,105,100
c1cc2c3c(ccc4c3c1CCC4)CCC2,103,/,96,98,/,95,92,104
CCN(CC)c1ccc2c(cc1=O)[C@@H](NC(C)=O)CCc1cc(OC)c(OC)c(OC)c1-2,31,9.5*,13,/,45,2.1*,15,-0.8*
CCOC(=O)C(CC)C(=O)c1cccnc1 (configuration not stated),110,93,109,76,102,/,96,94
COc1ccc2oc(=O)cc(-c3c(C#N)c(N)n4nc(N)c(C#N)c4c3C#N)c2c1,91,106,95,97,100,86,110,111
N#Cc1c(-c2ccccc2)cc(-c2ccccc2)n(CCCC(=O)O)c1=O,85,104,92,119,94,97,103,96
C1=C\CCC2OC2CC/1 (configuration not stated),110,/,100,124,/,92,105,109
Cc1ccc(-n2cnc3c(=O)[nH]cnc32)cc1,111,107,99,106,102,95,120,98
CCc1cc(C)cc(NC(=O)OC2CCCCC2C)c1 (configuration not stated),112,107,79,76,99,84,94,93
O=C(O)c1ccc(NC(C(=O)c2ccccc2)c2ccccc2)cc1 (configuration not stated),98,/,108,86,95,89,106,/
COc1cc(C(=O)NNC(=O)c2ccccc2O)cc(OC)c1OC,100,89,83,83,103,75,87,109

Next part:
mol,HOP-62,CCRF-CEM,A549/ATCC,HOP-92,EKVX,MOLT-4,RPMI-8226,M14
CCCCC(=O)Nc1c(C(=O)Nc2ccccc2)sc2nc3c(cc12)C(OC(=O)CCCC)CCC3 (configuration not stated),101,70,105,84,92,76,49,97
COc1ccc(-c2nn(-c3cccc(Cl)c3)cc2C2C(C#N)=C(N)Oc3[nH]c(=S)[nH]c(=O)c32)cc1 (configuration not stated),87,53,90,114,70,64,74,74
O=c1oc2ccc(-c3ccc(F)cc3F)cc2c(=O)n1-c1ccc(Br)cc1F,83,56,84,-19*,74,58,32,81
CCOc1ccc(NC(=O)CSc2nc3ccccc3c(=O)n2CCc2ccccc2)cc1,65,/,88,70,82,92,/,92
COc1cc(C2Nc3cc(C)c(C)cc3-n3c(C)cc(=O)n32)cc(OC)c1OC (configuration not stated),103,102,98,77,/,110,96,114
O=C(CSc1nc2c(c(=O)[nH]1)CCCC2)Nc1ccc(C(=O)O)cc1,100,111,96,95,93,110,93,104
O=C1c2cccc3cccc(c23)C(=O)N1CCCCN1CCN(CCCCOc2ccc(-c3nc4ccc(N5CCOCC5)cc4[nH]3)cc2)CC1,98,31,40,-30*,92,52,32,98
C[C@@H](O)[C@@H](C)O,96,98,92,90,111,99,101,100
N#CCCOC(=O)c1ccccc1C(=O)O,103,94,106,93,109,51,99,102
CC(C)N(CCC#N)c1c(N2CCOCC2)ssc1=O,113,128,102,71,96,116,102,98
CC1(C)CC(=O)C2=C(C1)N(c1ccc(F)cc1F)C(N)=C(C#N)C2c1ccc(Br)cc1F (configuration not stated),101,104,106,112,94,108,100,112
CCS(=O)(=O)C(C1CCCCC1)S(=O)(=O)CC,96,89,100,87,102,95,99,96

Later entries:
mol,HOP-62,CCRF-CEM,A549/ATCC,HOP-92,EKVX,MOLT-4,RPMI-8226,M14
O=C(O)c1c(CNCc2ccccc2Cl)nc2ccc(Cl)cc2c1-c1ccccc1,96,94,101,93,103,92,86,103
Cc1ccc(-c2cc[nH]c(=O)c2-c2nc3ccccc3s2)cc1,94,107,108,98,90,104,101,101
Cc1cc(C)c2c(c1)OCN(Cc1ccccc1Cl)C2,104,91,93,112,/,97,96,109
CC(=O)N1N=C(c2ccc3c(c2)OCO3)CC1c1ccccc1 (configuration not stated),97,93,89,92,78,101,/,107
Oc1c(CN2CCCC2)cc(COCc2ccccc2)c2cccnc12,1.8*,6.4*,8.8*,15,32,9.8*,17,-2.1*
CC(C)OC(=S)Nc1ccccc1,95,98,/,85,97,102,108,101
CC(=O)Nc1scc[n+]1Cc1ccccc1,105,90,104,99,103,94,92,99
OC1OCC(COc2ccc(Cl)cc2)OC1O (configuration not stated),103,97,106,105,92,117,110,106
Cc1cccc(Nc2nc(-c3cccs3)cs2)n1,98,85,78,56,/,73,63,88
O=S(=O)(NCCNc1nccc(-c2c(-c3cccc(O)c3)nc3occn23)n1)c1ccccc1,119,81,79,81,109,94,93,29
Cc1cccc(N2CCN(C(C)(C)C#N)CC2)c1,109,103,109,103,113,118,102,95
Cc1ccc(CNC(=O)Cc2ccc3c(c2)CN(C2CCC(=O)NC2=O)C3=O)cc1 (configuration not stated),-10*,8.3*,11,-22*,54,-25*,30,-23*

Further entries:
mol,HOP-62,CCRF-CEM,A549/ATCC,HOP-92,EKVX,MOLT-4,RPMI-8226,M14
C/C(=C/c1ccccc1)OC(=O)c1ccccc1,109,116,87,111,109,84,118,106
COc1cc(N(C(C)=O)c2ccc(O)c(C(=O)O)c2)c2ncccc2c1,94,99,106,110,109,97,104,107
Cc1ccccc1OCC(O)CN1CCOCC1 (configuration not stated),117,99,104,107,119,83,122,103
Cn1c2ccccc2n2cc(-c3ccc([N+](=O)[O-])cc3)nc12,109,92,84,71,81,82,51,104
N#C/C(=C/c1c(O)ccc2ccccc12)C(N)=O,81,/,107,/,/,92,88,94
Nc1cc(Cl)nnc1Cl,90,115,93,103,106,78,94,96
Cc1ccc(NC(=O)c2nnn(-c3ccccc3)c2-c2ccco2)cc1,96,69,100,105,94,69,85,95
C[C@@H]1C[C@H]2C(=O)O[C@@H](C)[C@H](NC(=O)[C@H](Cc3cc(F)cc(F)c3)NC(=O)Nc3ccc(C4CC4)cc3F)C(=O)N3CCC[C@H]3C(=O)N3CCCC[C@H]3C(=O)N[C@@H](C)C(=O)N2C1,28,40,18,3.5*,27,29,14,11
CC(C)(C)c1cn2cccc(C(=O)N3CCN(CC(=O)Nc4ccc(Cl)cc4C(=O)c4ccccc4Cl)CC3)c2n1,85,28,28,-30*,41,16,24,49
Oc1ccc(O)c(-c2ccccc2)c1,47,10,66,86,78,21,42,66
Nc1ccc(S(=O)(=O)c2cc(O)c3ccccc3c2O)cc1,98,72,102,/,84,101,93,102
CC(C)N(CCOC(=O)Nc1ccc(Cl)cc1)C(C)C,98,91,112,87,120,98,93,112

Quoted from the listing:
Value of Nc1ccc(S(=O)(=O)c2cc(O)c3ccccc3c2O)cc1 under A549/ATCC: 102
Value of C/C(=C/c1ccccc1)OC(=O)c1ccccc1 under HOP-92: 111
Value of Oc1ccc(O)c(-c2ccccc2)c1 under MOLT-4: 21
Value of COc1cc(N(C(C)=O)c2ccc(O)c(C(=O)O)c2)c2ncccc2c1 under CCRF-CEM: 99
Value of C[C@@H]1C[C@H]2C(=O)O[C@@H](C)[C@H](NC(=O)[C@H](Cc3cc(F)cc(F)c3)NC(=O)Nc3ccc(C4CC4)cc3F)C(=O)N3CCC[C@H]3C(=O)N3CCCC[C@H]3C(=O)N[C@@H](C)C(=O)N2C1 under CCRF-CEM: 40
Value of Cc1ccc(NC(=O)c2nnn(-c3ccccc3)c2-c2ccco2)cc1 under CCRF-CEM: 69

Random excerpt: two entries already listed.
mol,HOP-62,CCRF-CEM,A549/ATCC,HOP-92,EKVX,MOLT-4,RPMI-8226,M14
C[C@H](C(=O)N[C@@H](Cc1ccc(-c2ccc(S(=O)(=O)O)cc2)cc1)C(=O)NC1CC(C)(C)N(C)C(C)(C)C1)c1ccc(-c2ccccc2)c(F)c1,97,101,68,101,97,96,110,95
Cn1c2ccccc2n2cc(-c3ccc([N+](=O)[O-])cc3)nc12,109,92,84,71,81,82,51,104

Other results follow.
mol,HOP-62,CCRF-CEM,A549/ATCC,HOP-92,EKVX,MOLT-4,RPMI-8226,M14
COc1ccc(C(=O)CSc2nc3[nH]c(=O)n(C)c(=O)c3[nH]2)cc1,106,106,99,100,97,96,108,102
CCCCCCCCCCCCCCCCCCCCCC(=O)O,83,117,100,84,/,105,110,100
Cc1ccc(NC(=O)CCCl)cc1Cl,82,103,85,70,99,85,78,106
Cn1cc(-c2cc3ncnc(Nc4ccc(CC(=O)Nc5cc(C(C)(C)C)on5)cc4)c3s2)cn1,58,11,22,36,60,17,/,21
CC1Cc2c(N(C)C)ncnc2N2CCc3cccc1c32 (configuration not stated),97,109,90,90,75,101,97,105
COc1ccc(-n2c(SCc3cc(OC)c(OC)c(OC)c3)nc3ccc(C)cc3c2=O)c(OC)c1,47,0.0*,19,23,/,11,-4.2*,11
CCOC(=O)c1cnc2ccc(OC)cc2c1NCc1ccccc1,111,90,91,87,/,99,91,111
CC(C)C(C(=O)CCN(C)C)c1ccc(Cl)cc1 (configuration not stated),98,91,62,97,103,76,67,93
COc1cccc(C(=O)NNC(=O)C(=O)Nc2ccc(C)c(Cl)c2)c1,98,95,98,80,96,101,93,84
NC(=O)CSc1ccccc1,99,107,83,103,109,107,97,101
CC(=O)c1ccc(NC(=O)CSc2nnc(-c3cc(-c4ccccc4)nc4ccccc34)n2-c2ccccc2)cc1,94,99,77,128,89,70,87,107
Cc1nn(-c2ccc(C(F)(F)F)cc2)c(C)c1N=Nc1ccccc1,90,65,87,66,95,65,80,90

Entries from the list above with a thiophene ring, fused or not:
mol,HOP-62,CCRF-CEM,A549/ATCC,HOP-92,EKVX,MOLT-4,RPMI-8226,M14
CCCCC(=O)Nc1c(C(=O)Nc2ccccc2)sc2nc3c(cc12)C(OC(=O)CCCC)CCC3 (configuration not stated),101,70,105,84,92,76,49,97
Cc1cccc(Nc2nc(-c3cccs3)cs2)n1,98,85,78,56,/,73,63,88
Cn1cc(-c2cc3ncnc(Nc4ccc(CC(=O)Nc5cc(C(C)(C)C)on5)cc4)c3s2)cn1,58,11,22,36,60,17,/,21

More entries.
mol,HOP-62,CCRF-CEM,A549/ATCC,HOP-92,EKVX,MOLT-4,RPMI-8226,M14
O=C(Nc1ccc(F)cc1)c1ccccc1,109,100,100,119,101,98,102,106
CCC(=O)OCC1OC(n2cnc3c(=S)nc(N)[nH]c32)C(OC(=O)CC)C1OC(=O)CC (configuration not stated),43,18,101,28,90,11,/,30
CC1CC2(C)N(CCc3cncn32)C1=O (configuration not stated),101,100,94,107,104,88,105,108
CC(C)=NNC(=O)c1ccncc1,110,100,93,97,99,89,99,97
CC1(C)CC[C@]2(C(N)=O)CC[C@]3(C)C(=CC[C@@H]4[C@@]5(C)C/C(=C/c6ccncc6)C(=O)C(C)(C)[C@@H]5CC[C@]43C)[C@@H]2C1,-63*[100 µM],-10*[100 µM],-54*[100 µM],-65*[100 µM],-53*[100 µM],-14*[100 µM],-29*[100 µM],-24*[100 µM]
Cc1ccc(C2CC(c3ccc(Nc4nc(NCCO)nc(Nc5ccc(Cl)cc5)n4)cc3)=Nc3c(N)nc(N)nc3N2)cc1 (configuration not stated),-86*,-23*,58,53,33,-29*,-55*,2.2*
CCOC(=O)c1c(C)oc2ncnc(Nc3ccc(OCc4cccc(F)c4)cc3)c12,88,91,76,104,94,107,104,98
CS(=O)(=O)OC1C(COC(=O)c2ccccc2)OC2C1Oc1nc(=O)ccn12 (configuration not stated),110,105,107,102,107,118,99,98
COc1ccc2nc(-c3ccc(Cl)cc3)cc(-c3nnc(SCC(=O)c4ccccc4)o3)c2c1,100,100,87,106,100,101,100,101
NCCCN1CCN(CCCNc2cccc3cccnc23)CC1,96,98,106,/,104,92,91,110
CCc1oc2ccccc2c1C(=O)c1cc(Br)c(O)c(Br)c1,82,42,67,0.0*,74,84,35,50
ONC(CC(O)(NO)NO)c1ccccc1 (configuration not stated),98,103,103,107,/,102,104,106

The list goes on:
mol,HOP-62,CCRF-CEM,A549/ATCC,HOP-92,EKVX,MOLT-4,RPMI-8226,M14
N#C/C(=C\c1ccc(-c2ccc(Br)cc2)o1)c1nc(-c2cccs2)cs1,107,94,109,91,80,97,93,96
CCCCCCCCCCCCCCCC(=O)NCCO,93,106,99,97,143,99,/,97
c1ccc2c(c1)Cc1cc3ccccc3nc1-2,112,84,92,108,86,87,98,101
Cc1ccccc1NC(=S)NC(=O)c1ccccc1,93,99,97,88,75,97,93,92
O=C(O)/C=C\C(=O)Nc1ccc(C(=O)O)c(O)c1,113,96,102,94,100,102,109,106
